# MITF TRPM1 inh = inhibitors of MITF-driven TRPM1 promoter in melanoma cells; SK-MEL-5 TRPM1 promoter luciferase, 24 h; inhibition, % at 12.5 µM; 0.83% of 330,000 active;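 active = mean inhibition across replicates of 60% or more, whatever share of single replicates reaches that level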; also: values of inactives mirror those of a sister screen read the other way
# Cardio protect = myocardial damage modulation in H9c2 cells. H9c2 cardiomyocytes, H2O2 injury protection, ATPLite, 2 h. protection from H2O2 cell death, % at 20 µM. 0.63% of 360,000 active;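 active = compounds giving at least 50% protection of heart cells from peroxide-induced death in the single-dose screen, raw or plate-pattern-corrected value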;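 also: 0% = DMSO wells with peroxide and 100% = DMSO wells without peroxide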
# Shn3 inh set2 = reduces Shn3 3'UTR luciferase signal in osteoblasts | Clone20 osteoblast Shn3 3'UTR firefly luciferase, 24 h | inhibition, % at 12.5 µM | 0.52% of 360,000 active | AID 588674;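 active = mean inhibition of at least 75% with every replicate also reaching 75%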;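 also: 0% = median of neutral control wells and 100% = pilot-screen positive control compound; some compounds past the cut are filed as inactive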
# NR2E3 ag-1 = agonists of human NR2E3 nuclear receptor; Q9Y5X4; CHO-S Gal4-NCOR/VP16-NR2E3 two-hybrid, luciferase; inhibition of corepressor binding, % at 3.98 µM; 0.35% of 360,000 active; AID 602229;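 active = inhibition above the mean of all tested compounds plus 3 SD, cut at about 70% in these data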;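 also: 0% = DMSO with NR2E3 transfected cells and 100% = cells lacking NR2E3 construct; higher means lower luciferase signal from less NR2E3 corepressor binding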
# Target sequence (Q9Y5X4 whole entry, looked up, the tested form may be a part): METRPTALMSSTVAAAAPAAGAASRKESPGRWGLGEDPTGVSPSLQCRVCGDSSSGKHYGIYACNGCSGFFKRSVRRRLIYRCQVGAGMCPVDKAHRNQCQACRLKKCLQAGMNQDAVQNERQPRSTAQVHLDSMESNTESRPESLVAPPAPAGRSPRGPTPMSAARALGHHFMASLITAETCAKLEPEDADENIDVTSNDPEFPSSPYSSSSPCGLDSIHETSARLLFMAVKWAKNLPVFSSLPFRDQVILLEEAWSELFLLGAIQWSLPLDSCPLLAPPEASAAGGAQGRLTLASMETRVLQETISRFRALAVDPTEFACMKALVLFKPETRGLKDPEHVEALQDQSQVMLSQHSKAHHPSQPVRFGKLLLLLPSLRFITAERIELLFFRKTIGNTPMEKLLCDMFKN
# HIF-2a inh = HIF-2a inhibition | 786-0 RCC cells HIF-2a reporter, luciferase luminescence, overnight | inhibition, % at 18.8 µM | 0.72% of 360,000 active | AID 624352;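 active = inhibition of the luminescence signal of 40% or more relative to plate controls, in a single-dose primary screen at 18.75 µM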
# Peg3 prom inh = Peg3 promoter activity inhibition; HeLa PEG-Prom luciferase reporter, luminescence, overnight; inhibition, % at 20 µM; 1.7% of 360,000 active;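 active = inhibition of at least 50% at 20 µM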
# NR2E3 ag-2 = activates human photoreceptor nuclear receptor NR2E3. Q9Y5X4. GST-NR2E3/biotin-RetCOR TR-FRET, 1536-well. inhibition of corepressor binding, % at 4.78 µM. 0.12% of 320,000 active. AID 2300;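 active = percent inhibition above the cutoff of mean plus 3 SD of all tested compounds, set per screening campaign, cut at about 20% in these data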;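 also: 0% = DMSO wells and 100% = biotin wells as full block of FRET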
#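 Material: NR2E3–RetCOR corepressor complex / Incubation: Compound–protein incubation for 5 h at 4 °C / Dosing: compound at 4.8 µM, single dose / Detection: time-resolved FRET / Benchmarks: high control biotin, low control 0.6% DMSO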
# CaV13 ICDI inh = Primary screen for inhibitors of IQ motif and Ca2+-dependent inactivation inhibitor domain binding in CACNA1D, Förster resonance energy transfer in living cells, …; inhibition, % at 12.3 µM; 0.098% of 340,000 active; HEK cells, CFP/YFP FRET ICDI-IQ, plate reader, 10 min; percent FRET-ratio fall versus neutral wells; AID 743397;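 active = mean replicate inhibition of at least 30% and at least 1% of replicates passing that level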;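 also: 0% = median of the neutral control wells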
# m5-HT2A agonist = mouse HTR2A agonism via beta-arrestin recruitment. P35363. CHO-K1 mHTR2A beta-arrestin complementation, luminescence; percent of 30 µM serotonin response. activation, % at 7.6 µM. 0.66% of 360,000 active. AID 624169;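 active = activation above a run cutoff, the mean activation of all tested compounds plus 3 SD, cut at about 14% in these data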;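 also: 0% = plate median of compound wells and 100% = 30 µM serotonin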
# PDI turbidity = inhibitors of human protein disulfide isomerase; P07237; PDI insulin aggregation turbidity, A650, 90 min; inhibition, % at 10 µM; 0.052% of 350,000 active;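 active = mean inhibition across replicates of 30% or more, whatever share of single replicates reach that level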;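 also: absorbance from insulin aggregation driven by PDI reduction with DTT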
# Target sequence (P07237 whole entry, looked up): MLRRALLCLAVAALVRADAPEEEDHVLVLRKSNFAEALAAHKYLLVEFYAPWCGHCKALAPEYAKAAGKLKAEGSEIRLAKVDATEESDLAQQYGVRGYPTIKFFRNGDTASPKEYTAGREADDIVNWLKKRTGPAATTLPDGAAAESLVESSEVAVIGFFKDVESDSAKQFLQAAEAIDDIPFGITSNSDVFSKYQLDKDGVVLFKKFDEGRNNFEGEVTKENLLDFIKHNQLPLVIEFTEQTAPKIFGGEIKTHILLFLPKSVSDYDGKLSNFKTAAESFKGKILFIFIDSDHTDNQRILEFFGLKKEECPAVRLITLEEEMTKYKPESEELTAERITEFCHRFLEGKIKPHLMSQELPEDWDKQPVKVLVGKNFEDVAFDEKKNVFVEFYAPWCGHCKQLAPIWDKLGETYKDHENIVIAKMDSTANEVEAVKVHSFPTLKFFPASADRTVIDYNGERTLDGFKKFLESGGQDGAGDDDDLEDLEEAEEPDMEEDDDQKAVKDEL
# hiPSC survival = hiPSC single-cell survival enhancement; survival enhancement, % at 20 µM; 0.044% of 360,000 active; ATPlite luminescence; 100% = ROCK inhibitor wells, 0% = DMSO; in the data active = survival enhancement above about 18%;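 also: cells exposed to compounds for 16 hours before the ATP read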
# An asterisk follows results filed as active; / = no result given. No enrichment for hits. About 3.9% of those tested had a hit in this group.
SMILES,MITF TRPM1 inh,Cardio protect,Shn3 inh set2,NR2E3 ag-1,HIF-2a inh,Peg3 prom inh,NR2E3 ag-2,CaV13 ICDI inh,m5-HT2A agonist,PDI turbidity,hiPSC survival
Cc1sc(NC(=S)NC(=O)c2ccc(C(C)(C)C)cc2)c(C#N)c1C,8,-3,16,-2,-61,-4,2,-9,0,-1,3.7
Cc1ccc(S(=O)(=O)NCC(=O)N(CCc2ccccc2)CC(=O)NCc2ccco2)cc1,4,9,-6,-10,12,11,/,4,-3,0,0.2
O=C(Nc1ccc(-c2nc3ccccc3[nH]2)cc1)c1ccc(N2C(=O)CCC2=O)cc1,4,9,12,13,19,-4,-16,-16,-1,-1,0.0
CC(=O)Nc1nc(C)c(-c2csc(Nc3cccc(C(C)=O)c3)n2)s1,65*,66*,86*,16,-10,49,1,-17,-4,-7,-0.2
CCN(CC)CCCNC(=O)Cn1cc2c(n1)CCC(C)C2 (centres undefined),1,-7,-13,-1,3,4,-1,-11,-2,/,1.8
Cc1cccc(N2CCN(c3ccc(N4C(=O)CCCC4=O)cc3[N+](=O)[O-])CC2C)c1 (centres undefined),-5,2,-4,-4,22,10,1,-6,15*,4,1.2
Clc1ccc(SCCCCN2CCNCC2)cc1,-30,4,11,14,-29,-27,6,-5,-2,-5,1.3
COc1ccc(CNc2nc3ccccc3n2CCN2CCOCC2)cc1,-8,14,-1,-7,10,25,-5,-4,1,22,-1.7
O=C(NCCOc1ccccc1)c1ccc2n[nH]nc2c1,-29,8,-67,-93,-148,-135,7,-3,0,-4,-0.4
CCNC(=O)c1ccccc1NC(=O)c1cccc(S(=O)(=O)N2CCC(C)CC2)c1,25,-18,23,-1,7,43,2,/,-4,-13,-3.4
COc1ccc(Br)cc1C(=O)O,3,-11,-10,2,11,5,-1,-4,0,-6,1.4
Cc1cc(-n2c(SCC(=O)NCc3cccs3)nc3n[nH]c(C)c3c2=N)ccc1Cl,11,-4,12,19,1,20,0,-3,6,7,1.5
CCCCCCCCNCCS(=O)(=O)NC1CCCCC1,-6,-18,16,-43,-10,26,/,-3,-5,-3,0.3
Cc1ccc(S(=O)(=O)N2c3ccccc3CC2C)cc1 (centres undefined),7,-5,16,3,19,24,4,5,-4,7,1.7
COc1ccc(-n2nnnc2SCC(=O)N2CCCc3ccccc32)cc1OC,5,-9,-2,6,16,4,-2,-6,3,2,-5.3
COc1cc(SC)ccc1C(=O)Nc1ccon1,-56,-4,-55,-74,-152,-170,4,-4,4,-3,0.1
COc1ccc(S(=O)(=O)N2CCCCCC2)cc1NC(=O)CN(C)Cc1ccc2c(c1)OCO2,20,-6,55,17,17,30,4,-5,-12,-12,0.1
COCCN(C/C=C/c1ccccc1)C/C=C/c1ccccc1,6,-4,12,-4,7,3,1,1,-9,10,-0.6
O=C(CSc1nnc(CCc2nc3ccccc3[nH]2)n1-c1ccccc1)NCc1ccccc1,3,1,-21,7,14,8,1,/,1,-7,-0.7
COc1ccccc1C(=O)Nc1ncc2c(n1)CC(c1ccco1)CC2=O (centres undefined),4,26,6,-37,-21,12,-1,-6,-6,9,0.9
NS(=O)(=O)c1cc2c(cc1Cl)NC(C1CC3C=CC1C3)NS2(=O)=O (centres undefined),11,-18,-8,10,4,-2,1,-6,-8,8,-0.7
C=C1CCC[C@]2(C)C[C@H]3OC(=O)C(CNC(C)CCCC(C)C)[C@H]3CC12 (some centres undefined),16,-23,17,-21,-7,104*,-1,-3,-7,8,-0.6
COc1ccc(N(CC(=O)NCCc2ccc(S(N)(=O)=O)cc2)S(=O)(=O)c2c(C)noc2C)cc1,7,6,-21,-10,5,1,-1,-3,3,-3,-0.1
CC1CCCCN1CCCNc1ccc(C(CC(N)=O)NC(=O)Cc2ccc(Cl)cc2)cc1[N+](=O)[O-] (centres undefined),0,0,-7,-3,14,-2,-2,-12,-2,6,-1.0
O=C(CN(c1ccccn1)S(=O)(=O)c1ccccc1)Nc1ccccc1,13,6,-12,3,20,7,-3,-4,-5,3,-0.6
Brc1ccc(CSc2ncn[nH]2)cc1,3,12,-41,-8,-46,-23,4,-4,-3,3,5.3
CN(C)c1ccc(C(=O)c2ccccc2C(=O)O)c(O)c1,8,1,-16,-23,19,1,1,-4,17*,3,1.6
CC(=O)Nc1nc(CC(=O)c2ccccc2)cs1,2,3,-12,-1,-31,-21,1,-6,7,-6,0.8
Cc1ccc(S(=O)(=O)N2CCC(C(=O)N[C@@H](C)C(=O)Nc3ccc4c(c3)OCO4)CC2)cc1,-5,-4,-15,-7,3,2,5,-4,3,-2,-1.8
Cc1ccccc1NC(=S)NCc1ccc(F)cc1,-10,-4,0,3,7,10,2,-2,0,-5,0.2
Cc1ccc(NC2c3ncccc3C(=O)N2Cc2cccs2)cc1C (centres undefined),15,-4,-25,-14,-13,-2,1,-5,0,0,1.2
O=C1NC[C@H](CCCCN2CCN(CCC3CCCCC3)C(=O)C2=O)N(CC2CCCCC2)C1=O,/,/,/,-10,1,/,/,-4,-3,/,0.2
COc1ccccc1OCC(=O)NCC(C)NC(=O)COc1ccccc1OC (centres undefined),-10,2,9,-13,4,1,0,-6,6,7,-0.4
COc1ccc(CNC(=O)C2CCN(S(=O)(=O)c3ccc4c(c3)NC(=O)C(C)S4)CC2)cc1 (centres undefined),5,-6,30,-2,2,3,-3,-3,-5,6,0.0
O=C/C(=C\Nc1ccccn1)c1nc2ccccc2o1,-1,38,-32,-1,-94,-41,3,-5,5,7,1.3
CCOC(=O)CNc1cccc(C(F)(F)F)c1,-16,3,-8,-7,13,22,0,-18,1,-2,-1.3
COc1ccccc1-c1cc(N)n[nH]1,22,12,-8,12,1,14,-5,/,0,-7,-0.4
O=C(N/C(=C/c1ccc(Br)cc1)C(=O)N1CCOCC1)c1ccc(Br)o1,-8,4,-2,-23,19,-1,-1,-6,1,-24,-0.3
COc1ccc(/C=N/c2oc(-c3ccccc3)cc2C#N)cc1OC,-17,3,-17,-11,-70,-59,0,0,1,-3,1.7
CSc1ccccc1NC(=O)C1=CC(c2ccc(C)cc2)=NS(=O)(=O)N1C,0,-5,0,-12,-2,6,4,7,-8,/,3.8
Cc1nc(/N=C(\N)NC(=O)N2c3ccccc3Sc3ccccc32)nc2ccccc12,3,4,27,-22,-17,-5,-2,-3,-2,1,3.6
O=C(Nc1ccc(Cl)cc1)Nc1ccccn1,-68,-2,-45,-119,-243,-306,1,-1,-3,15,0.4
COc1cccc(CN(C)C(=O)CCC(=O)c2cc(Br)ccc2OC)c1,0,3,3,-28,1,11,/,-5,-3,4,1.2
CC(=O)Nc1ccc(S(=O)(=O)Nc2ccccn2)cc1,-5,-1,1,-8,17,2,1,-4,-1,2,-2.0
Cc1ccc(S(=O)(=O)N2CCN(C(=O)CSc3nnnn3C)C2)cc1,-14,5,23,-7,17,11,1,-7,5,2,2.0

# Three compounds from above, arranged by molecular weight, rising.
SMILES,MITF TRPM1 inh,Cardio protect,Shn3 inh set2,NR2E3 ag-1,HIF-2a inh,Peg3 prom inh,NR2E3 ag-2,CaV13 ICDI inh,m5-HT2A agonist,PDI turbidity,hiPSC survival
O=C/C(=C\Nc1ccccn1)c1nc2ccccc2o1,-1,38,-32,-1,-94,-41,3,-5,5,7,1.3
CSc1ccccc1NC(=O)C1=CC(c2ccc(C)cc2)=NS(=O)(=O)N1C,0,-5,0,-12,-2,6,4,7,-8,/,3.8
O=C1NC[C@H](CCCCN2CCN(CCC3CCCCC3)C(=O)C2=O)N(CC2CCCCC2)C1=O,/,/,/,-10,1,/,/,-4,-3,/,0.2

# Further structures follow:
SMILES,MITF TRPM1 inh,Cardio protect,Shn3 inh set2,NR2E3 ag-1,HIF-2a inh,Peg3 prom inh,NR2E3 ag-2,CaV13 ICDI inh,m5-HT2A agonist,PDI turbidity,hiPSC survival
COc1ccccc1CCNC(=O)C(=O)NCC1OCCN1S(=O)(=O)c1ccc2c(c1)OCCO2 (centres undefined),12,-2,27,-30,11,29,2,-6,-1,0,-0.4
Cc1ccc(C(=O)Nc2nn(C)c3cccc(F)c23)cc1,/,5,-9,-25,-98,-40,4,-11,3,-2,0.4
CCCCN(C(=O)c1ccc(N2C(=O)c3ccccc3C2=O)cc1)c1c(N)n(CC(C)C)c(=O)[nH]c1=O,-8,-3,-6,-25,-5,4,/,-6,0,-8,0.0
COc1ccc(S(=O)(=O)Cc2ccc(C(=O)NC3CCC(C)CC3)o2)cc1 (centres undefined),5,-2,-11,-18,19,-2,0,-3,-2,0,-0.3
C=CCSc1nnc(-c2ccccc2NC(C)=O)c(=O)[nH]1,1,-4,2,16,8,3,-1,/,1,9,-5.1
COc1ccc(-c2cc3c(c4c2ccn4C)C2CCC3C2)cn1 (centres undefined),/,-6,0,0,-3,-7,/,-10,0,/,-1.2
Cc1ccc(S(=O)(=O)OCC(=O)Nc2ccc(C(=O)O)c(O)c2)cc1,14,-2,-3,10,-1,-13,/,-3,-5,4,-1.8

# Among those listed so far, 8 have an NH in an aromatic ring.
SMILES,MITF TRPM1 inh,Cardio protect,Shn3 inh set2,NR2E3 ag-1,HIF-2a inh,Peg3 prom inh,NR2E3 ag-2,CaV13 ICDI inh,m5-HT2A agonist,PDI turbidity,hiPSC survival
O=C(Nc1ccc(-c2nc3ccccc3[nH]2)cc1)c1ccc(N2C(=O)CCC2=O)cc1,4,9,12,13,19,-4,-16,-16,-1,-1,0.0
O=C(NCCOc1ccccc1)c1ccc2n[nH]nc2c1,-29,8,-67,-93,-148,-135,7,-3,0,-4,-0.4
Cc1cc(-n2c(SCC(=O)NCc3cccs3)nc3n[nH]c(C)c3c2=N)ccc1Cl,11,-4,12,19,1,20,0,-3,6,7,1.5
O=C(CSc1nnc(CCc2nc3ccccc3[nH]2)n1-c1ccccc1)NCc1ccccc1,3,1,-21,7,14,8,1,/,1,-7,-0.7
Brc1ccc(CSc2ncn[nH]2)cc1,3,12,-41,-8,-46,-23,4,-4,-3,3,5.3
COc1ccccc1-c1cc(N)n[nH]1,22,12,-8,12,1,14,-5,/,0,-7,-0.4
CCCCN(C(=O)c1ccc(N2C(=O)c3ccccc3C2=O)cc1)c1c(N)n(CC(C)C)c(=O)[nH]c1=O,-8,-3,-6,-25,-5,4,/,-6,0,-8,0.0
C=CCSc1nnc(-c2ccccc2NC(C)=O)c(=O)[nH]1,1,-4,2,16,8,3,-1,/,1,9,-5.1
